TDP1 cell noCPT: qHTS for Inhibitors of human tyrosyl-DNA phosphodiesterase 1 (TDP1): qHTS in cells in absence of CPT. Potency, µM (series often up to 46.2 µM), for the others: at the top dose activity change, negative = growth inhibition, most hits filed as inhibitors. 420,000 compounds, 15% hits. DT40 Tdp1-/- hTDP1 cells, no CPT, ATP luminescence, 48 h; active = well fitted inhibition curve with a large enough effect; inconclusive = small, poorly fitted or top-dose-only effect; note: nearly all actives have a fitted effect of over 55% in size
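Growth kinetics read by CellTiter-Glo luminescence after ≥48 hr at 37 °C. Cells: DT40 Tdp1-/- stably carrying human TDP1, 400 per well, compound exposure in the absence of CPT (DMSO vehicle).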
The depositor's hits bear a star; ? = inconclusive. % is set by controls: 0 for no effect and ±100 for the full control effect; potency is the fitted concentration of half-maximal effect. The list is partial (hit frequency here may not be typical).

Compound | TDP1 cell noCPT
O=C(O)c1cc(O)c2c(c1)[C@H]([C@H]1c3cc(C(=O)O)cc(O)c3C(=O)c3c(O[C@@H]4O[C@H](CO)[C@@H](O)[C@H](O)[C@H]4O)cccc31)c1cccc(O[C@@H]3O[C@H](CO)[C@@H](O)[C@H](O)[C@H]3O)c1C2=O | -11%
Cc1c(C=O)cnn1CCC(=O)O | -1%
Cc1cc(C(=O)N2CCC2(C)C(=O)O)nn1C(C)(C)C (centres undefined) | -1%
O=C(CNc1cccc(S(=O)(=O)N2CCCCC2)c1)Nc1ccc(C(F)(F)F)cc1 | ?
Cc1cc(C(=O)N2CCCC(C)(C(=O)NS(=O)(=O)C3CC3)C2)n(C(C)(C)C)n1 (centres undefined) | 5.2µM*
CC[N+](CC)(CC)c1ccc(/C=C/c2ccnc3ccccc23)cc1 | 0.32µM*
COc1ccc(C(=O)Nc2ccc3c(c2)OCO3)cc1S(=O)(=O)N1CCOCC1 | ?
COc1cc2c(cc1OC)C(c1ccccc1[N+](=O)[O-])=NCC2 | 2.9µM*
Cc1ccc(C(=O)Nc2ccccc2C(=O)N2CC(C)OC(C)C2)cc1 (centres undefined) | -17%
O=C(Cc1ccccc1)NCC(=O)N1CCN(c2ccc(F)cc2)CC1 | ?

Molecules shown so far containing fluorine:
Compound | TDP1 cell noCPT
O=C(CNc1cccc(S(=O)(=O)N2CCCCC2)c1)Nc1ccc(C(F)(F)F)cc1 | ?
O=C(Cc1ccccc1)NCC(=O)N1CCN(c2ccc(F)cc2)CC1 | ?

Other structures follow:
Compound | TDP1 cell noCPT
CCN1C(=NCc2cccc(C(F)(F)F)c2)N[C@@H](c2cccc(C(F)(F)F)c2)C(C(=O)OC)=C1C | 5µM*
CC1(c2ccc3ccccc3c2)CCC(=O)O1 (centres undefined) | 0%
O=C(Nc1cccc2c1CCCC2)c1cc(C2CCCCN2S(=O)(=O)c2cccs2)on1 (centres undefined) | 23µM*
Cc1cccc(C)c1-n1nnnc1C(c1ccnc2ccccc12)N1CCN(C/C=C/c2ccccc2)CC1 (centres undefined) | 8.2µM*
C[C@@H]1CN([C@@H](C)CO)C(=O)c2cc(C#CCN(C)C)cnc2O[C@H]1CN(C)Cc1ccc2c(c1)OCO2 | 1%
O=C(Nc1cccc(C(=O)N2CCCCC2)c1)C1CCCCC1 | -5%
COC(=O)[C@]12CCCCC=C1N(Cc1cccc3ccccc13)C(=O)[C@H](CC(=O)NCc1ccc(C)o1)C2 | 21µM*
CC(=O)NC(c1ccccc1)c1nc(-c2cc3ccccc3o2)cs1 (centres undefined) | ?
CCCCNc1c(-c2ccc(SC(C)CC)cc2)nc2ccc(Cl)cn12 (centres undefined) | 29µM*
OC(c1ccccc1)(c1nc(-c2ccc(Cl)cc2)cs1)C(F)(F)F (centres undefined) | ?
Cc1cccc(C)c1-n1nnnc1C(c1ccnc2ccccc12)N1CCN(CC(=O)NC(C)C)CC1 (centres undefined) | -27%
CCc1ccc([C@H]2C[C@H]3[C@H]4C(=O)N(c5ccccc5)C(=O)[C@H]4CC(=O)[C@@H]3CN2S(=O)(=O)c2ccc(C)cc2)cc1 | 7%
NC1=NC(=O)/C(=C/C=C/c2cccs2)S1 | ?
C[C@@H]1CN([C@@H](C)CO)C(=O)c2cc(Br)cnc2O[C@@H]1CN(C)C(=O)C1CCCCC1 | -15%
c1cc(-c2cc3c(o2)CCCC3OCCN2CCOCC2)cs1 (centres undefined) | ?
CCN(CC(=O)Nc1c(F)cccc1F)C(=O)c1ccc2c(c1)C(=O)N(c1ccccc1C)C2=O | -12%
OCCN1CCN(c2cc(-c3ccc4ccccc4c3)nc3ccnn23)CC1 | ?
CCCCCCCCNS(=O)(=O)CCNC1CCCCC1 | ?
CCOC1=NC(=C(c2ccccc2)c2ccccc2)OC1=O | -6%
COc1ccc2c(c1)C1OCCC1C(c1ccco1)N2 (centres undefined) | ?
CC1(C(=O)N2CCN(C(=O)c3ccco3)CC2)CCN1Cc1ccccc1OC(F)F (centres undefined) | 3%
COc1ccc(CCN2CC(C(=O)NCc3cn(C)nc3C)CCC2=O)cc1 (centres undefined) | 7%
O=S1(=O)CC(N2CC=CC2)CN1Cc1ccc(F)cc1 (centres undefined) | -10%
COc1cccc(NC(=O)C2(C)CCN2Cc2ccccc2Cl)c1 (centres undefined) | 26µM*
Cc1ccc([C@H]2C[C@@H](O)[C@H](n3cc(-c4ccc(F)cc4)nn3)CN2Cc2cccs2)cc1 | ?
O=C(COC(=O)c1cccc(-n2cnnn2)c1)c1ccc(F)c(F)c1 | -1%
Nc1c(Cl)cc(/C=C2\C=Cc3ccccc32)cc1Cl | ?
CCNC(=O)C1(C)CCCN(C(=O)c2ccc3ccccc3n2)C1 (centres undefined) | -3%
CN(C)c1ccc(/C=C2\C(Cl)=Cc3ccccc32)cc1 | ?
C[C@H](CO)N1C[C@H](C)[C@@H](CN(C)C(=O)c2cccnc2)Oc2ncc(Br)cc2C1=O | 4%
CSc1ccccc1NC(=O)CN(C)C(=O)CNC(=O)c1ccc(Oc2ccccc2)cc1 | ?
Nc1cc2c(cc1Br)-c1ccccc1C2=NO | ?
COc1ccccc1Nc1nc(-c2ccc([N+](=O)[O-])cc2)nc2ccccc12 | ?
COc1ccc(-c2csc(C(C)(O)c3ccncc3)n2)cc1OC (centres undefined) | ?
CC(=O)CC(CC(=O)NC1CCCCC1)c1ccccc1 (centres undefined) | -6%
O=C(Cc1cccs1)Nc1nnc(COc2ccccc2)s1 | -24%
O=C(Nc1ccc(F)c(Cl)c1)C1Cc2c(-c3ccc(Cl)cc3)ccnc2O1 (centres undefined) | ?
CC(C)Oc1ccccc1OC1(C)CCN(Cc2ccc(OC(F)(F)F)cc2)C1 (centres undefined) | ?
COc1ccc(S(=O)(=O)N2CCc3ccccc32)cc1C(=O)Nc1cc(S(C)(=O)=O)ccc1Cl | 4.6µM*
COc1ccc(OC)c(S(=O)(=O)Oc2ccc(N)c3ccccc23)c1 | 23µM*
Cc1ccc(-n2c(SCC(=O)O)nc3sc4c(c3c2=O)CC(C)(C)SC4)cc1 | 18%
CCOC(=O)c1c(N/C=C(\C#N)c2nc(-c3ccc(OC(C)=O)cc3)cs2)sc2c1CCC2 | 7%
O=C(Nc1ccc2ccccc2c1)c1ccccc1Cl | ?
CCCNC(=O)C1(C)CCCN(Cc2ccc(Cl)cc2)C1 (centres undefined) | ?
COc1cccc(CNc2nc3cc(-c4cccc(C(=O)NCCO)c4)sc3c(=O)n2C)c1 | ?
CC1(C(=O)NS(=O)(=O)C2CC2)CCCN(C(=O)c2ccc(C(F)(F)F)cc2)C1 (centres undefined) | 0.65µM*
CCCCCCCCCCCCCCCCCCN(CCCCCCCCCCCCCCCCCC)c1ccc(/C=C/c2ccnc3ccccc23)cc1 | -4%
CN1CCN(C(=O)c2cc3c(c(-c4cccc(-c5cccnc5)c4)n2)[C@H](CCO)N(C(=O)CC2CC2)C3)CC1 | -9%
COc1ccc(C=CC(O)CCN2CCC3CCC(C3)C2)cc1 (centres undefined) | -12%
C[C@@H]1CN([C@H](C)CO)C(=O)CCCn2cc(nn2)CO[C@H]1CN(C)C(=O)Nc1ccccc1F | -1%

Arranged by SMILES length (high to low): 5 of the compounds above.
Compound | TDP1 cell noCPT
O=C(O)c1cc(O)c2c(c1)[C@H]([C@H]1c3cc(C(=O)O)cc(O)c3C(=O)c3c(O[C@@H]4O[C@H](CO)[C@@H](O)[C@H](O)[C@H]4O)cccc31)c1cccc(O[C@@H]3O[C@H](CO)[C@@H](O)[C@H](O)[C@H]3O)c1C2=O | -11%
Cc1cc(C(=O)N2CCCC(C)(C(=O)NS(=O)(=O)C3CC3)C2)n(C(C)(C)C)n1 (centres undefined) | 5.2µM*
O=C(Cc1ccccc1)NCC(=O)N1CCN(c2ccc(F)cc2)CC1 | ?
CCNC(=O)C1(C)CCCN(C(=O)c2ccc3ccccc3n2)C1 (centres undefined) | -3%
CCOC1=NC(=C(c2ccccc2)c2ccccc2)OC1=O | -6%

Remaining list, next part.
Compound | TDP1 cell noCPT
CCN(CC)C(=O)C1=C(C)N(Cc2ccc(F)cc2)C(=O)C(CC(=O)NC2CCCC2)C1 (centres undefined) | -27%
CSCCC(c1nc2ccccc2[nH]1)n1c(-c2ccc3ncccc3c2)nc2ccccc21 (centres undefined) | ?
O=P(c1ccccc1)(c1ccccc1)C(O)c1cccs1 (centres undefined) | ?
CC(C)CCNC(=O)C1CC2Cn3c(nc4cc(Cl)c(Cl)cc43)C2N1C (centres undefined) | 23µM*
Cc1cccc(C(=O)NC2CCN(S(=O)(=O)c3cccc(F)c3)CC2)c1 | -28%
Cc1cn([C@H]2C[C@H](O)[C@@H](/C=C/C(=O)NCCc3cccnc3)O2)c(=O)[nH]c1=O | -7%
Cc1ccc(S(=O)(=O)N2[C@H](CC(=O)c3cccc4ccccc34)OC[C@@H]2C)cc1 | ?
CC1=CCC(C(C)(C)NC(=O)c2ccccc2)C/C1=N\O (centres undefined) | -25%
O=C(NCc1ccccc1)c1ccc(C(=O)NCc2ccccc2)cc1 | 3%
Cc1ccccc1N1CCN(CCN2C(=O)CC(=C3c4ccccc4-c4ccccc43)C2=O)CC1 | -28%
Cc1ccc(S(=O)(=O)N2[C@@H](CO)CO[C@H]2CC(=O)c2cccc3ccccc23)cc1 | ?
O=C(NCc1cccc(C(F)(F)F)c1)c1ccc2sc([C@H]3C[C@H](O)[C@@H](CO)O3)nc2c1 | 16µM*
CCc1ccc(C(O)c2ncc(-c3ccccc3C)[nH]2)cc1 (centres undefined) | ?
CCOC(=O)C1(C)CCN1C(=O)c1ccc(OC)c(OC)c1 (centres undefined) | 0%
Cc1ccc(S(=O)(=O)N2CCCCC2)cc1NC(=O)COC(=O)C1CC1 | ?
COc1ccc(C(=O)NCC(=O)OCC(=O)c2c[nH]c3ccccc23)cc1 | -5%
COc1ncnc2c1ncn2CCCNCc1ccc2c(c1)OCO2 | -1%
CCOC(=O)C1=CCN(S(=O)(=O)c2ccccc2C)C1c1ccc(C)cc1 (centres undefined) | ?
O=C1NN(CCO)C(=S)Nc2ccccc21 | -8%
OC(c1ccccc1)c1nc(-c2csc3ccccc23)cs1 (centres undefined) | -2%
C[n+]1c(-c2ccccc2)sc([S-])c1-c1ccccc1 | 9.2µM*
O=P(O)(O)OC(Cn1cncn1)(Cn1cncn1)c1ccc(F)cc1F | 5%
CCCCNC(=O)c1nc(C2CCN(S(=O)(=O)c3c(F)cccc3F)CC2)oc1-c1cccc(C(F)(F)F)c1 | -10%
Cc1noc(C)c1NC(=O)N(C)C[C@H]1OCCCC[C@@H](C)Oc2ccc(NS(=O)(=O)c3ccccc3)cc2C(=O)N([C@H](C)CO)C[C@@H]1C | ?
CN1CCOc2c1cnn(CCO)c2=O | -12%
COc1cccc(C(C)(O)c2nc(-c3ccc(OC)nc3)cs2)c1 (centres undefined) | ?
O=C(CCN1CCCCO1)NC1CCCc2c1cnn2-c1ccc(F)cc1F (centres undefined) | ?
CN(C)c1ccc(-c2ccnc3c2CC(C)(C(=O)Nc2ccc(Cl)c(C(F)(F)F)c2)O3)cc1 (centres undefined) | 5.2µM*
OC[C@@H]1CN(CCN2CCOCC2)C[C@H](n2cnc3c(NC4CC4)ncnc32)O1 | -6%
O=C(c1ccccc1)C(c1ccccc1)[n+]1csc2ccccc21 (centres undefined) | 11µM*
COc1cccc(NC(=O)CN(C)C(=O)CCNC(=O)c2ccccc2OC)c1 | -23%
O=C(O[C@H]1[C@H](Cc2ccccc2)NS(=O)(=O)[C@H]2CC3C=C[C@]12O3)c1ccc(Br)cc1 | ?
Fc1cccc(Cc2c(-c3ccco3)nc3c4ccccc4ccn23)c1 | 6.5µM*
CN(CC(=O)Nc1ccc(Cl)c(C(F)(F)F)c1)C(=O)COc1cccc2cccnc12 | ?
COC(=O)C[C@@H]1CC[C@H](NC(=O)Cc2ccccn2)[C@@H](CO)O1 | 3%
N#Cc1ccsc1NC(=O)CN1C(=O)NC2(CCCCC2)C1=O | 21%
CCN(CC)S(=O)(=O)c1ccc(O)c(NC(=O)COc2ccc(S(=O)(=O)N3CCOCC3)cc2)c1 | ?
CC(C)(C)OC(=O)N1CCC(C(=O)Nc2ccc(C(=O)N3CCCC3)cc2)CC1 | -19%
COc1ccc(C)cc1NC(C)C(=O)c1c[nH]c2ccccc12 (centres undefined) | ?
Cc1ccc2c(c1)-c1cc(C)ccc1C2=O | -3%
CC(C)C[C@H]1CN([C@@H](Cc2ccccc2)CN2CCC[C@@H]2CN2C(=O)C(=O)NC[C@@H]2Cc2ccc(O)cc2)C(=O)C(=O)N1CCc1ccccc1 | ?
COc1cccc(CNC(=O)c2cc(S(=O)(=O)N3CCCCC3)ccc2C)c1 | ?
COC(=O)c1ccc(Cn2c(C)c(C(=O)NCc3cccc(C(F)(F)F)c3)sc2=O)o1 | ?
COc1ccc(-c2cc(N3CCN(CCO)CC3)n3nccc3n2)cc1 | -12%
COc1ccc(CNC(=O)c2cn(Cc3ccc(OC(C)=O)cc3)c(=O)s2)cc1 | ?
CC(C)C[C@@H](CN1CCC[C@H]1CN1C(=O)C(=O)NC[C@@H]1Cc1ccccc1)N1C[C@H](Cc2ccc(O)cc2)N(CC2CCCCC2)C(=O)C1=O | ?
Cc1cccc(NC(=S)N2CCC(C(=O)c3ccc(F)cc3)CC2)c1 | 13µM*
Cc1ccc([C@H]2C[C@H](n3cc(C4CC4)nn3)[C@@H](O)CN2C(=O)C2CCCCC2)cc1 | 4%
COC(=O)C1=CN(c2ccc(OC)cc2)C(N)=C(C#N)C1c1cccc2ccccc12 (centres undefined) | 5.2µM*

Screens: PubChem BioAssay, National Center for Advancing Translational Sciences (NCATS)
